From PubChem
ATXN2 expr inh = reduces ATXN2 reporter expression in HEK-293 cells; HEK-293 ATXN2-luciferase reporter, luminescence, 24 h; Potency, µM (doses to about 57 µM), without a hit: at the top dose activity change, negative = inhibition, actives largely listed as inhibitors; 0.72% of 360,000 active; AID 1745845; note: potency is the fitted concentration of half-maximal effect; % is set by controls: 0 for no effect and ±100 for the full control effect; nearly all actives have a fitted effect of over 55% in size
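ATXN2-luciferase reporter cells (luciferase flanked by upstream and downstream ATXN2 gene portions) were treated 24 h at 37 °C with compounds at up to 57 uM. SteadyGlo luminescence gave expression; GF-AFC fluorescence gave viability.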
MCF10A rereplic = induces DNA re-replication in MCF 10a normal breast cells; 2.9% of 350,000 active; AID 624296; MCF 10A DNA re-replication, Hoechst nuclear intensity, 48 h; Potency, µM (series often up to 46.1 µM), inactives show top-dose activity, positive = re-replication, hits mostly activators; note: potency is the fitted concentration of half-maximal effect; % of control where 0% means no effect; nearly all actives have a fitted effect of over 50% in size
HT1080 IDH1KD tx = toxicity to HT-1080 IDH1 knockdown cells (counter line); 2% of 360,000 active; HT-1080 IDH1 knockdown viability, ATP luminescence, 48 h; Potency, µM (series often up to 46.1 µM), without a hit: at the highest dose activity, negative = toxicity, hits mostly cytotoxic; AID 686971;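 note: potency is the fitted concentration of half-maximal effect; 0% = DMSO wells and -100% = cell-free medium wells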
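% activity derives from luminescence (CellTiter-Glo), normalised to DMSO and no-cell wells. HT-1080-IDH1KD cells, 750/well, had 48 h compound exposure at 37 °C.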
SW480 rereplic = inducers of DNA re-replication in SW480 colon cancer cells; 1.8% of 340,000 active; AID 624297; SW480 DNA re-replication, Hoechst DNA content imaging, 48 h; Potency, µM (series often up to 46.1 µM), inactives show at the top dose re-replication activation, actives largely listed as activators; note: potency is the fitted concentration of half-maximal effect; % of control where 0% means no effect; nearly all actives have a fitted effect of over 55% in size
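Readout is total intensity of Hoechst-stained nuclei, excited at 405 nm and collected at 500-530 nm. Compound treatment lasted 48 hr at 37 C in 5% CO2 before staining.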
KB-3-1 cytotox = kills parental KB-3-1 adenocarcinoma cells. KB-3-1 viability, CellTiter-Glo ATP luminescence, 72 h. AID 1347075. Potency, µM (top dose mostly 46.1 µM), for inactives: top-dose activity change, negative = cytotoxic, hits mostly cytotoxic. 1.4% of 400,000 active; note: potency is the fitted concentration of half-maximal effect; % is set by controls: 0 for no effect and ±100 for the full control effect; nearly all actives have a fitted effect of over 60% in size
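72 h, 37 °C compound treatment of KB-3-1 parental cells; CellTiter-Glo added, 10 min, luminescence read. Data corrected against DMSO-only plates and normalized before curve fitting.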
KB-V1 cytotox = KB-V1 MDR subline cytotoxicity | AID 1347076 | 3.4% of 400,000 active | KB-V1 MDR cells viability, CellTiter-Glo, 72 h | Potency, µM (top dose mostly 46.1 µM), for the others: at the highest dose activity change, negative = cytotoxicity, most hits filed as cytotoxic; note: potency is the fitted concentration of half-maximal effect; % is set by controls: 0 for no effect and ±100 for the full control effect; nearly all actives have a fitted effect of over 60% in size
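Compound-treated KB-V1 multidrug-resistant cells, 72 h, 37 degrees C; viability by CellTiter-Glo. Fitted qHTS curves give the values.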
HT1080-NT tox = kills 2HG-producing HT-1080-NT fibrosarcoma cells. HT-1080-NT fibrosarcoma viability, CellTiter-Glo ATP luminescence, 48 h. Potency, µM (doses to about 46.1 µM), inactives show at the highest dose activity, negative = less viability, actives largely listed as cytotoxic. 1.6% of 360,000 active;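 note: NT is the 2HG producing partner of a matched IDH1 knockdown line; potency is the fitted concentration of half-maximal effect; 0% = DMSO-treated cells and -100% = media-only wells without cells; nearly all actives have a fitted effect of over 55% in size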
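Viability by CellTiter-Glo luminescence after 48 h compound exposure at 37C of HT-1080-NT cells (750/well, RPMI, 5% FBS). % activity scaled between DMSO wells and medium-only wells, then curve-fitted and categorized by curve class.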
IL-1B inflam inh = blocks inflammasome-driven IL-1 beta release; THP-1 LPS/ATP IL-1B secretion, AlphaLISA, 16 h; active compounds read low; activity change, % at 57.5 µM; 4.7% of 360,000 active; AID 743279; in the data active = activity change below about -50%; inconclusive = mostly about -30% to -49%; note: % is set by controls: 0 for no effect and ±100 for the full control effect
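THP-1 cells pretreated 1 hr with compounds (up to 57.5 uM final), then stimulated with LPS (250 ng/mL final) plus ATP (1.25 mM final); secreted IL-1B measured by AlphaLISA after 16 hr, decreased signal indicating inhibition.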
WRN helicase inh = inhibitors of human WRN helicase | Q14191 | WRN helicase unwinding, fluorescent forked duplex, kinetic | Potency, µM (top dose mostly 114 µM), inactives show top-dose activity change, negative = inhibition, actives largely listed as inhibitors | 0.46% of 360,000 active; note: potency is the fitted concentration of half-maximal effect; % is set by controls: 0 for no effect and ±100 for the full control effect; nearly all actives have a fitted effect of over 55% in size
Target sequence (Q14191 whole entry, looked up): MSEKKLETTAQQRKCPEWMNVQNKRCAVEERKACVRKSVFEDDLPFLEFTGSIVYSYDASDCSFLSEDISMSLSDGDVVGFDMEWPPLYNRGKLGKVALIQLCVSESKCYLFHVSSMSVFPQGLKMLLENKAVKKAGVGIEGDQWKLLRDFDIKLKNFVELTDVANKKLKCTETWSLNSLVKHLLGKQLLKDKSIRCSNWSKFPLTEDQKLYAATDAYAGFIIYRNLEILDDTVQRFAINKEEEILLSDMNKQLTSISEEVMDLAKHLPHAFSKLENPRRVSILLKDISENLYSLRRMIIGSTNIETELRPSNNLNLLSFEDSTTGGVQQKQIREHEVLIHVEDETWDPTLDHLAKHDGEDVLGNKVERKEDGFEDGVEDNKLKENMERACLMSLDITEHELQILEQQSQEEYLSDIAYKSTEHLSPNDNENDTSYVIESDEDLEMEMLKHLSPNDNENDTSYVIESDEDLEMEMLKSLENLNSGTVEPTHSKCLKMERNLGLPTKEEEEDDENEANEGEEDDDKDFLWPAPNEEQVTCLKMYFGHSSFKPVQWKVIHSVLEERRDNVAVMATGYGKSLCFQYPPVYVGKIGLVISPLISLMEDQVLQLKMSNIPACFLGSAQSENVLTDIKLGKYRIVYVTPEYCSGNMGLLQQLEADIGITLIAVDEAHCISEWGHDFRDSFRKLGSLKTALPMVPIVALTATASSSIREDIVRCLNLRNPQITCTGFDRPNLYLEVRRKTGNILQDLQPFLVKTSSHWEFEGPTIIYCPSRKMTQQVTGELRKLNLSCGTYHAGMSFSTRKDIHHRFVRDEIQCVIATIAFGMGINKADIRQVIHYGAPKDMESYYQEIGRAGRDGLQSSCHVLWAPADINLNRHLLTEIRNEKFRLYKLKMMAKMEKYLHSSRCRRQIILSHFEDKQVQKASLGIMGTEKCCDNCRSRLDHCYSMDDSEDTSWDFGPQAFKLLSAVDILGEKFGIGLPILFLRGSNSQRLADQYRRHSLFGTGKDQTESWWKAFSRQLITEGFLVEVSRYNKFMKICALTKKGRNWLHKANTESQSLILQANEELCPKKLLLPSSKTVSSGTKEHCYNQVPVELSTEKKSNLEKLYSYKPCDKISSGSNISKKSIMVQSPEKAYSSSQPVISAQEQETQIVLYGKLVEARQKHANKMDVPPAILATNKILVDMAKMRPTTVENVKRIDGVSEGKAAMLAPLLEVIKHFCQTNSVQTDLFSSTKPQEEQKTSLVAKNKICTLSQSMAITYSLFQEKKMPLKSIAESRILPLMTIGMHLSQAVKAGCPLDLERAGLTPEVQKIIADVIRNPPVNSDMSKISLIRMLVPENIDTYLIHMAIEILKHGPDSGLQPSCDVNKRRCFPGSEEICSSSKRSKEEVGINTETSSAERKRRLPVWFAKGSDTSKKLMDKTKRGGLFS
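Kinetic fluorescence helicase assay: unwinding of a quenched forked DNA duplex (100 nM final) with 2 mM ATP final raises red fluorescence (525/598 nm). Compounds sat 15 min at room temperature with 20 nM WRN beforehand.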
An asterisk follows results filed as active; ? = inconclusive; · = no result given; & = joins results of further samples; [ ] = another dose, or the depositor's remark. Unless noted, calls come from the whole dose curve; as a rule, active = well fitted curve in the direction sought with a large enough effect; inconclusive = small, poorly fitted or top-dose-only effect, or another doubt; inactive = no such curve, though single readings can be large; an effect the other way counts as inactive or inconclusive.

SMILES	ATXN2 expr inh	MCF10A rereplic	HT1080 IDH1KD tx	SW480 rereplic	KB-3-1 cytotox	KB-V1 cytotox	HT1080-NT tox	IL-1B inflam inh	WRN helicase inh
Cc1cc(C)cc(NC(=O)COC(=O)Cc2ccccc2F)c1	·	9%	3%	2%	3%	0%	10%	2	5%
COc1ccc(OCCSc2nnc(Cc3cccc4ccccc34)n2N)cc1	-6%	-8%	-17%	3%	?	-24%	-15%	9	-27%
CCC(C)NC(=O)CSc1ccc(NC(C)=O)cc1 (stereo unspecified)	1%	-1%	4%	-4%	-10%	4%	6%	17	6%
Cc1cc(NC(=O)CSCC(=O)NCc2cccc(C(F)(F)F)c2)no1	5%	3%	14%	-1%	?	-25%	5%	2	8%
COC(=O)C1=C(C)C(c2ccc(OC)cc2OC)NC(=O)N1 (stereo unspecified)	3%	19%	10%	-2%	-1%	-5%	10%	8	9%
COc1ccc(S(=O)(=O)NCC(=O)N(CC(=O)NCC2CCCO2)c2ccccc2C)cc1 (stereo unspecified)	6%	2%	2%	-5%	0%	11%	-6%	-8	-6%
CCN(CC)C(=O)CSc1nnc(-c2ccco2)n1N	0%	3%	2%	-3%	-3%	11%	7%	-2	4%
CC1=NN(c2nc(-c3ccccc3)cs2)C(=O)C1	-8%	?	14%	-3%	16%	17%	2%	8	?
CC(=O)c1cccc(NC(=O)C2CC(=O)N(c3cccc(C)c3C)C2)c1 (stereo unspecified)	-10%	2%	2%	17%	3%	?	-25%	0	-9%
CCOC(=O)c1c(C)[nH]c(C(=O)OC(C)C(=O)NC2(C#N)CCCCC2)c1C (stereo unspecified)	·	·	1%	·	3%	-5%	2%	-9	2%
CCC(Sc1nc2ccsc2c(=O)n1Cc1ccc(C(=O)O)cc1)C(=O)Nc1cccc(OC)c1 (stereo unspecified)	·	·	-13%	·	-8%	9%	-9%	5	2%
Cc1ccc(/C=C2\SC(=S)N(CCC(=O)NNS(=O)(=O)c3ccccc3)C2=O)cc1	-7%	-2%	-12%	-2%	17%	-2%	-10%	18	-28%
Nc1nc(N)nc(-c2cccc(Cl)c2Cl)n1	5%	14%	0%	-8%	3%	?	0%	19	-3%
O=C(NNc1c(Cl)cc(Cl)cc1Cl)c1n[nH]c(=O)c2ccccc12	·	18%	-2%	3%	3%	-9%	27%	35	-1%
CCN(CC)CCNC(=O)/C(=C\c1cccn1C)NC(=O)c1cccs1	-11%	?	2%	-38%[inhibitor]	-3%	-2%	4%	6	1%
CCCCN(CCCC)Cc1cc(=O)oc2ccccc12	10%	·	28%	·	0%	8%	20%	38	-9%
CCOC(=O)c1sc(=S)n(Cc2ccccc2)c1C	-21%	0%	-16%	-2%	11%	-4%	-5%	-5	-5%
C=CCOC(=O)C1=C(C)NC(SCC(N)=O)=C(C#N)C1c1ccc(C)cc1 (stereo unspecified)	-5%	1%	-3%	-12%	7%	13%	-3%	15	-3%
COc1ccc(C2N(C(C)=O)CCCN2S(=O)(=O)c2ccc(C)cc2)cc1 (stereo unspecified)	5%	-30%	-7%	?	-3%	-10%	-2%	34	-11%[57.1 µM]
CN(C)c1nc2c(c(=O)n(C)c(=O)n2C)n1Cc1ccccc1	2%	-3%	-1%	1%	3%	-1%	-2%	43	-11%
Cc1noc(NC(=O)c2cccc(Cl)c2Cl)c1C#N	·	-1%	-16%	-42%[inhibitor]	-7%	0%	-6%	19	-8%
Cc1ccc(Nc2c([N+](=O)[O-])c(=O)oc3ccccc23)cc1	?	?	?	?	?	?	?	·	-17%
NC(=O)C1CCN(C(=O)CN(c2cccc(Cl)c2)S(=O)(=O)c2ccccc2)CC1	5%	-3%	1%	-6%	0%	27%	-1%	0	-30%
NS(=O)(=O)c1cccc(NC(=O)COC(=O)CC2Sc3ccccc3NC2=O)c1 (stereo unspecified)	4%	3%	0%	3%	·	·	0%	18	-22%
Cn1c(C(=O)O)c(CC(=O)Nc2ccc(F)cc2F)c2ccccc21	-10%	7%	0%	-2%	-16%	-14%	-2%	13	-17%
CC(C)Oc1cc(N)c(Cl)cc1Cl	-3%	-21%	-13%	-11%	9%	11%	3%	-27	-5%
COc1ccc(N2CCN(CCNC(=O)CCCn3c(=O)[nH]c4cc(Cl)ccc4c3=O)CC2)cc1	-9%	6%	10%	9%	-8%	22%	6%	-1	-7%
CCOC(=O)c1c(C)[nH]c(C)c1S(=O)(=O)N(C)CC(=O)NCc1ccc(F)cc1	6%	4%	1%	?	-2%	16%	-1%	53	1%
Cc1cc2c3c(c1)C(C)(c1ccccc1)CC(C)(C)N3C(=O)C21C(C#N)=C(N)OC2=C1C(=O)CC(C)(C)C2 (stereo unspecified)	?	?	18µM*	18%	?	21µM*	-1%[9.24 µM]	?	-9%
O=C(/C=C/c1ccco1)NCc1ccc2c(c1)OCO2	0%[11.3 µM]	-5%	0%	-1%	4%	26%	-8%	37	-2%
CC(=O)Nc1ccc(S(=O)(=O)NCc2ccc(C(=O)NCc3ccc(Cl)cc3)cc2)cc1	-17%&2%	?	-4%[9.24 µM]	3%	1%&2%	?	-13%	35	-3%[57.1 µM]
N#Cc1ccccc1NC(=O)Nc1ccccc1	-2%	-3%	?	-6%	18%	-3%	18%	-1	-10%
O=S(=O)(N/N=C1/CC(c2ccccc2)Oc2ccccc21)c1ccccc1 (stereo unspecified)	3%	?	-1%	17%	1%	4%	-4%	7	3%
CC(C)CN1C(=O)NC(NC(=O)c2cccs2)(C(F)(F)F)C1=O (stereo unspecified)	-2%	-1%	1%	1%	-8%	?	0%	17	-3%
CC1CC(C)CN(CCCNC(=O)CN2C(=O)c3cccnc3Oc3ccc(Cl)cc32)C1 (stereo unspecified)	-8%	-3%	-10%	21%	-36%	?	-5%	?	7%
O=C(NCc1ccccn1)C(=O)Nc1ccccc1	46%[activator]	-2%	20%	2%	-5%	17%	10%	-10	3%
COc1ccc(/C=N\n2nnc3ccccc32)cc1	?	7%	?	2%	-14%	-9%	?	-15	-12%
Nc1ccc2nc(CCCCCCc3nc4ccc(N)cc4[nH]3)[nH]c2c1	-7%	-1%	23%	-4%	21%	3%	3%	-10	4%
CCOc1ccc(NC(=O)CC2C(=O)N(c3ccc(OC)cc3)C(=O)N2CCc2ccc(OC)c(OC)c2)cc1 (stereo unspecified)	-3%	3%	1%	4%	0%	2%	-1%	13	-2%
COc1ccc(-c2noc(-c3ccoc3C)n2)cc1	·	-1%	-11%	?	?	?	-3%	25	-4%

Rewritten bar-delimited: entries from further up
mol | ATXN2 expr inh | MCF10A rereplic | HT1080 IDH1KD tx | SW480 rereplic | KB-3-1 cytotox | KB-V1 cytotox | HT1080-NT tox | IL-1B inflam inh | WRN helicase inh
O=C(/C=C/c1ccco1)NCc1ccc2c(c1)OCO2 | 0%[11.3 µM] | -5% | 0% | -1% | 4% | 26% | -8% | 37 | -2%
COc1ccc(-c2noc(-c3ccoc3C)n2)cc1 | · | -1% | -11% | ? | ? | ? | -3% | 25 | -4%

The list goes on:
SMILES	ATXN2 expr inh	MCF10A rereplic	HT1080 IDH1KD tx	SW480 rereplic	KB-3-1 cytotox	KB-V1 cytotox	HT1080-NT tox	IL-1B inflam inh	WRN helicase inh
C[C@@H](C(=O)Nc1ccc2c(c1)OCO2)n1c(=O)[nH]c2ccccc2c1=O	-4%	-2%	-3%	0%	-2%	?	-4%	18	3%
CCOC(=O)c1cc2ccccc2n1C1CCN(C)CC1	-2%	·	-29%	·	3%	?	-29%	-11	7%
CN(C)S(=O)(=O)Nc1ccc(Br)cc1F	4%	0%	3%	0%	-6%	10%	-6%	-3	-1%
CN(CC1COCCO1)c1nc2nonc2nc1N1CCSCC1 (stereo unspecified)	-7%	-1%	21%	-5%	4%	16%	14%	0	13%
CCCCN(C(=O)CSc1ncn[nH]1)c1c(N)n(Cc2ccccc2)c(=O)[nH]c1=O	5%	14%	-2%	-6%	-3%	6%	-1%	6	-5%
O=C(C1CC(=O)N(c2ccc(Cl)cc2)C1)N1CCC(c2nc3ccccc3[nH]2)CC1 (stereo unspecified)	-2%	2%	-16%	-2%	-3%	0%	-14%	-24	3%
O=C(CC1(O)C(=O)Nc2ccccc21)c1cccc(-n2cccc2)c1 (stereo unspecified)	-17%	1.5µM*	10%	?	-36%	22%	-1%	-7	-6%
O=C(CSc1n[nH]c(=O)n1-c1ccccc1)Nc1ccccc1	9%	4%	-1%	-122%[inhibitor]	0%	9%	-1%	12	0%
COc1cc(NC(=S)NCc2ccco2)cc(OC)c1	-11%	1%	0%	-4%	13%	3%	13%	-1	-6%
S=C(NCCN1CCOCC1)N1CCN(c2cccc(Cl)c2)CC1	-18%	27%	-4%	-4%	?	4.6µM*	-2%	-92*	?
CCn1nnnc1SCC(=O)N(C1CCCCC1)C1CCCCC1	-4%	-7%	-1%	-5%[9.22 µM]	-22%	-16%	0%	-2	6%
COc1ccccc1OC(C)C(=O)N1CCc2ccccc21 (stereo unspecified)	6%	2%	2%	-3%	3%	2%	4%	3	8%
Cc1sc2ncnc(SCC(=O)NCC3CCCO3)c2c1C (stereo unspecified)	12%	-4%	5%	-10%	6%	?	3%	30	-2%
O=C(CCCn1c(SCC(=O)c2ccc(Cl)cc2)nc2ccccc2c1=O)NCc1ccco1	-22%	18%	-23%	1%	-2%	-28%	?	6	-5%
COc1cc(/C=N/Nc2ccc(C)cc2)cc(Br)c1O	-7%	26µM*	?	8%	-3%	-8%	-18%	26	-4%
O=C(O)c1ccc(-c2nc(-c3ccc(Cl)c(Cl)c3)cs2)cc1	·	3%	2%	9%	-8%	0%	-10%	61	10%
COc1cc(/C=N/n2c(COc3ccccc3)n[nH]c2=S)cc(OC)c1OC(C)=O	·	4%	-2%	-8%	2%	17%	-9%	15	3%
